HTT aggregate: reduces HttQ103-GFP aggregates in PC12 cells; Potency, µM (series often up to 46.1 µM), inactives show top-dose activity change, negative = inhibition, actives largely listed as inhibitors; AID 1688; 1.1% of 220,000 active; PC12 HttQ103-GFP aggregates, Acumen cytometry, 40 h; note: potency is the fitted concentration of half-maximal effect; % is set by controls: 0 for no effect and ±100 for the full control effect; nearly all actives have a fitted effect of over 60% in size
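Steps: seed 1500 PC12 HTTQ103-GFP cells/well; add tebufenozide, 100 nM final; add compound titration; add ATPLite reagent; quantify GFP aggregates by laser scanning cytometry.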
SMN2 splice enh: SMN2 splice variant enhancement | AID 1458 | HEK293 SMN2-luciferase splicing reporter, luminescence, 30-36 h | 2.8% of 210,000 active | Potency, µM (doses to about 46.1 µM), inactives show top-dose activity change, positive = activation, hits mostly activators; note: potency is the fitted concentration of half-maximal effect; % of control where 0% means no effect; nearly all actives have a fitted effect of over 55% in size
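HEK293 cells carry an SMN2 […]–luciferase reporter in which exon 7 inclusion puts luciferase in frame. Cells were plated 10-12 h before compound addition, then incubated 30-36 h at 37C. ONE-Glo luminescence was read; sodium butyrate at 4.5 mM final served as control.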
CBFb-RUNX1 inh: CBF-beta/RUNX1 interaction disruption; 230,000 tested, under 10 active; Q01196+Q13951; Potency, µM (highest dose often 59.8 µM), without a hit: top-dose activity, negative = inhibition, usual class: inhibitors; AlphaScreen CBFb-His/RUNX1-biotin binding, biochemical; AID 1477; note: % of control where 0% means no effect
Target sequence (Q01196 whole entry, looked up): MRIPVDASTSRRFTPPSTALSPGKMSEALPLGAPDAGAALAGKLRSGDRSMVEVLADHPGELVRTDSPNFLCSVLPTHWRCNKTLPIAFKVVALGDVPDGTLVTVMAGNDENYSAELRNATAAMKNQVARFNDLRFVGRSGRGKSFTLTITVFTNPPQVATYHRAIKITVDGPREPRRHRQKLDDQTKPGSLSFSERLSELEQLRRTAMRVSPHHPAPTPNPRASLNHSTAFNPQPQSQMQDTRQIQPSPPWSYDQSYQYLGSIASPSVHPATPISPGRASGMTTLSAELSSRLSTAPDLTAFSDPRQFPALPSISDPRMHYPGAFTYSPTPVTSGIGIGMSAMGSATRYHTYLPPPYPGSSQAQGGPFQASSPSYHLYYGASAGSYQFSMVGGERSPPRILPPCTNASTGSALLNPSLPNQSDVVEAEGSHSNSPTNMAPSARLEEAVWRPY
Target sequence (Q13951 whole entry, looked up): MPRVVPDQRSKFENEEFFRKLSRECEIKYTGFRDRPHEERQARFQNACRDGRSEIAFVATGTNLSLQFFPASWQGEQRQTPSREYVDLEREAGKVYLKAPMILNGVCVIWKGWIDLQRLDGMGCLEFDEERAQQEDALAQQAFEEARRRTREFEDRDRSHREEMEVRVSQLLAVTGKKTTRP
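AlphaScreen binding: CBFb-His and RUNX1-biotin (30 nM each) preincubated 20 min, compound added for 15 min, then nickel and streptavidin beads for 90 min, all at room temperature. Disruption of the interaction by any mechanism counts as activity.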
HTT cytoprotect: protects HTT-Q103 PC12 cells, measured by ATP | PC12 HTT-Q103 induced, cytoprotection, ATP luminescence, 40 h | Potency, µM (titrated, usually from 56.4 µM), inactives show cytoprotection (ATP increase), hits mostly activators | 0.14% of 230,000 active | AID 1471;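 note: potency is the fitted concentration of half-maximal effect; % of control where 0% means no effect; nearly all actives have a fitted effect of over 45% in size; toxic huntingtin expression switched on by the ecdysone agonist tebufenozide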
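PC12 cells stably carrying ecdysone-inducible Htt exon 1 (Q103)–GFP were induced with 100 nM tebufenozide (final) alongside library compounds in a dose series. Cytoprotection was scored as retained ATP by ATPlite luminescence.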
IMPase Li inh: membrane-permeable IMPase blocker, potentiated with lithium | CHO-M1 cells, IP1 TR-FRET (IP-One), carbachol + lithium | Potency, µM (highest dose often 59.4 µM), inactives show top-dose activity, negative = IMPase inhibition, most hits filed as inhibitors | 0.35% of 210,000 active | AID 1457;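 note: IP1 builds up when IMPase is blocked and the TR-FRET signal falls; potency is the fitted concentration of half-maximal effect; plate controls were basal vehicle for no effect and high inhibitor control for full effect; nearly all actives have a fitted effect of over 50% in size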
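Concentration–response in CHO-M1 cells, lithium-potentiated; 30 min at 37C. IP1 detected by competitive TR-FRET after 10 min lysis at RT. Hill-fitted AC50.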
Lamin A splicing: changes lamin A minigene splicing in HeLa cells; HeLa LMNA splicing GFP/RFP minigene ratio, 48 h; Potency, µM (series often up to 46.1 µM), for the others: at the highest dose ratio change, negative = inhibition, usual class: inhibitors; 0.01% of 200,000 active; AID 1487; active = well fitted inhibition curve with a large enough effect in the signal ratio, with a control signal flat, not every such curve was filed as active; inconclusive = small, poorly fitted or top-dose-only effect, or effect the other way, or a change in a side signal; the % refers to the signal ratio; note: potency is the fitted concentration of half-maximal effect; % is set by controls: 0 for no effect and ±100 for the full control effect
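Read-out is the ratio of GFP to DsRed2 object intensity, acquired by 488 nm laser-scanning cytometry on HeLa lamin A-EGFP minigene reporter cells. Compound incubation 48 hrs at 37 °C in Opti-MEM with 2% FBS; DMSO 0.5% final.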
KinaseGlo FLuc: blocks Kinase-Glo luciferase, a counter-screen artifact | Potency, µM (series often up to 38.3 µM), inactives show top-dose activity change, negative = inhibition, hits mostly inhibitors | 0.28% of 200,000 active | Q27757 | Kinase-Glo luciferase, ATP luminescence, 8 min; note: potency is the fitted concentration of half-maximal effect; % is set by controls: 0 for no effect and ±100 for the full control effect; nearly all actives have a fitted effect of over 60% in size
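Compounds were added to a substrate mix at pH 7.2 (50 mM imidazole, 10 uM ATP, within the enzyme's linear range), followed by Kinase-Glo detection reagent; luminescence was measured after 8 minutes at ambient temperature.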
Numbers without * were called inactive; ? = inconclusive; . = no result given; & = joins results of further samples; [ ] = another dose, or the depositor's remark. Unless noted, calls come from the whole dose curve; as a rule, active = well fitted curve in the direction sought with a large enough effect; inconclusive = small, poorly fitted or top-dose-only effect, or another doubt; inactive = no such curve, though single readings can be large; an effect the other way counts as inactive or inconclusive.

SMILES	HTT aggregate	SMN2 splice enh	CBFb-RUNX1 inh	HTT cytoprotect	IMPase Li inh	Lamin A splicing	KinaseGlo FLuc
COCCn1c(Sc2ccc(C)cc2)nc2c1c(=O)[nH]c(=O)n2C	3%	-14%	6%	-11%[0.074 µM]	17%[38.3 µM]	11%	-2%
O=C(O)CCC(O)=C1S(=O)(=O)OCCOS1(=O)=O	.	6%[9.22 µM]	.	3%[10 µM]	-1%	.	-1%[7.66 µM]
N#Cc1ccc(C(=O)NCC(c2ccco2)N2CCCCC2)cc1 (configuration not stated)	-1%	-2%	11%	-12%	21%[38.3 µM]	19%	17%
Cc1ccc(N2C(=O)c3ccc(C(=O)NCCN4CCOCC4)cc3C2=O)cc1	?	-3%	-4%	-2%	9%[38.3 µM]	7%	1%
O=S(=O)(Nc1ncccn1)c1ccc(NC(=S)Nc2ccccc2Cl)cc1	-13%[9.22 µM]	.	16%	-3%[10 µM]	.	.	.
N#CC(=C=[N-])/C=C(\C(=O)c1ccccc1)[n+]1ccccc1	18%[9.22 µM]	.	0%	7%[10 µM]	.	.	.
COc1ccc(/C(C)=N\n2cnnc2)cc1	-18%	9%	4%	-11%	8%[38.3 µM]	9%	1%
COC(=O)[C@@H]1[C@@H](C)N(Cc2ccccc2)C(=O)N[C@H]1c1cccc(C(F)(F)F)c1	17%[9.22 µM]	10%[9.22 µM]	6%[13.1 µM]	-14%&-3%[10 µM]	10%	-5%[9.22 µM]	-4%[7.66 µM]
CN(C[C@@H](Cc1cccc2ccccc12)N(C[C@H](Cc1ccccc1)N(CCc1ccccc1)N=O)N=O)N=O	17%[9.22 µM]	.	0%	10%[10 µM]	-11%	.	.
O=C1C(Cl)=C(N2CCN(Cc3ccccc3)CC2)C(=O)N1c1ccccc1	-4%	.	5%	-18%	57%[activator][38.3 µM]	-9%	-1%
COCCCNC(=O)CSc1nc2ccccc2c(=O)n1CCC(=O)NCCc1ccc(OC)c(OC)c1	-6%	-8%	4%	-35%	-2%	.	1%
O=C(Nc1ccc2c(c1)OC1(CCCC1)O2)C1CC1	-15%	6%	-3%	-32%	-6%[38.3 µM]	-2%	-4%
CC(=O)CC1OC(=O)C(Br)=C1NCc1ccccc1 (configuration not stated)	?	-92%[inhibitor]	2%	-142%[inhibitor]	6%[38.3 µM]	?	0%
COCc1[nH][nH]c(=O)c1C=Nc1ccc(F)cc1F	-16%	-7%	7%	6%	4%[38.3 µM]	8%	-4%
Cc1cc(S(=O)(=O)N2CCCC2)ccc1OCC(=O)NCc1ccco1	?	.	-6%	9%	28%[38.3 µM]	8%	3%
Cn1nnnc1SCC(=O)Nc1cc(C(=O)O)cc(C(=O)O)c1	14%	-10%	1%	15%	22%[38.3 µM]	3%	2%
CCNC(=O)CC1C(=O)N(c2cccc(OC)c2)C(=O)N1CCOC (configuration not stated)	-11%	14%	5%	1%[10 µM]	1%	-7%	6%
CCS(=O)(=O)N1CCN(C2Cc3ccccc3C2)CC1	18%	2%	2%	21%	9%[38.3 µM]	-9%	1%
CSC1=N/C(=C\c2cccc(Cl)c2)C(=O)N1N(C)C	2%[9.22 µM]	.	-21%	2%[10 µM]	.	.	.
O=C(NCCCNc1ccc(C(F)(F)F)cc1[N+](=O)[O-])c1cc(F)c(F)cc1Cl	?	-29%	-15%	-50%[inhibitor]	-4%[38.3 µM]	4%	-1%
CCCC(=O)N=c1sc2c(OC)ccc(OC)c2n1C	3%[9.22 µM]	.	5%	8%[10 µM]	.	.	.
CCNc1nc(NC(C)C)nc(OCC)n1	-3%	-3%	3%	18%[10 µM]	18%[38.3 µM]	-4%	-5%
CC(C)(C)c1nc(NCC2CCCO2)c2nnn(Cc3ccccc3)c2n1 (configuration not stated)	-21%	-11%	0%	3%[10 µM]	2%[38.3 µM]	9%	0%
O=C(CSCC(=O)Nc1ccc2ccccc2c1)NCc1ccccc1	2%	8%	0%	-9%	-7%[38.3 µM]	8%	-5%
CCOC(=O)/C(C#N)=C1/C=CN(c2ccc(C)cc2)C=N1	-10%	?	-2%	17%[10 µM]	14%[38.3 µM]	4%	-4%
Cc1cccc(OC(=O)NCCOC(=O)N(O)c2ccc(Cl)cc2)c1	-16%	-17%	-5%	-7%[10 µM]	6%	?	2%
O=C(O)c1c(F)c(F)c(F)c(F)c1-c1ccc(Cl)cc1	12%	3%	-2%	-24%	-7%[38.3 µM]	-8%	1%
COc1ccc([N+](=O)[O-])cc1NC(=O)CSCc1cc(C)cc(C)c1	-19%	-28%	7%	4%[10 µM]	17%	?	5%
COC(=O)c1sc(NC(=O)c2ccc(C)o2)nc1C	10%	1.6µM*	8%	-16%[10 µM]	-10%	3%	6.3µM*
CSc1ccccc1NC(=O)COc1ccc(Cl)cc1C	-7%	-4%	20%	-7%[1.9 µM]	14%	-5%	-2%
CN(C)S(=O)(=O)Oc1ccccc1C(=O)Nc1ccc(F)cc1	12%	-2%	3%	-24%	-5%	.	2%
CC1CC(C)CN(C(=O)Cc2c(C(=O)O)[nH]c3ccc(Cl)cc23)C1 (configuration not stated)	-10%	-49%	-3%	-42%[inhibitor]	-4%	?	1%
Cc1cccc(C(=O)NC(=S)NNC(=O)c2ccc(Cl)cc2)c1	?	-85%[inhibitor]	?	19%[10 µM]	-4%	?	-2%
Clc1ncnc2scc(C3COc4ccccc4O3)c12 (configuration not stated)	?	-15%	-1%	-22%[10 µM]	20%	-18%	-2%
COc1ccc(C(=O)N2CCC3(CCN(C(=O)Nc4cccc(C#N)c4)CC3)CC2)cc1	.	9%	.	-53%[inhibitor]	19%	.	-4%
COc1ccc(Cc2nnc(Nc3ccc4c(c3)OCCO4)[nH]c2=O)cc1	-12%	-15%	5%	-22%	-4%	?	-4%
O=c1ccc(Br)c[nH]1	8%	11%	6%	0%	-11%[38.3 µM]	7%	-2%
O=C(CCc1ccccc1)Nc1ccc(N2CCOCC2)cc1	26%	-23%	1%	-8%	-12%[38.3 µM]	16%	-9%
COCCCN(C(=O)Nc1cccc(Cl)c1)C(C)c1ccccn1 (configuration not stated)	-7%	-11%	0%	19%[1.9 µM]	7%	-10%	-2%
Cc1cc(NS(=O)(=O)c2ccc(NC(=O)COc3ccc(Cl)cc3)cc2)no1	1%	9%	5%	3%[10 µM]	18%[38.3 µM]	12%	2%
O=C(Cc1ncc(C(F)(F)F)cc1Cl)Nc1cccc(Br)c1	-7%	18%	7%	0%	11%[38.3 µM]	-8%	-2%
CCc1nn(CC(=O)Nc2cc(C)ccc2C)c(=N)s1	-12%	-10%	19%	6%[10 µM]	22%	-1%[46 µM]	3%
O=C(NN=C1CCCCCC1)c1ccc(Br)o1	-8%	0%	-4%	.	-2%	-1%	-2%
O=C(Nc1ccccc1-c1ccccc1)c1cnccn1	14%	1%	4%	-11%	-4%[38.3 µM]	-3%	-2%
c1ccc(CCc2nc(-c3ccncc3)no2)cc1	-17%	24%	2%	22%	0%[38.3 µM]	-10%	6%
O=C(CSc1nnnn1-c1ccc(F)cc1)NNC(=O)c1ccco1	-13%[9.22 µM]	.	-1%	-5%[10 µM]	.	.	.
Cc1ccc(CNC(=O)Nc2ccc3c(c2)N(C)C(=O)CS3)cc1	1%	.	4%	-37%	7%	.	.
CC(=O)Nc1cccc(C(=O)N2CCN(Cc3ccccc3)CC2)c1	-8%	.	2%	7%	24%[38.3 µM]	-17%	-4%

Ordered by SMILES length (lowest first): part of the list above.
SMILES	HTT aggregate	SMN2 splice enh	CBFb-RUNX1 inh	HTT cytoprotect	IMPase Li inh	Lamin A splicing	KinaseGlo FLuc
O=c1ccc(Br)c[nH]1	8%	11%	6%	0%	-11%[38.3 µM]	7%	-2%
O=C(CSc1nnnn1-c1ccc(F)cc1)NNC(=O)c1ccco1	-13%[9.22 µM]	.	-1%	-5%[10 µM]	.	.	.
Cc1ccc(CNC(=O)Nc2ccc3c(c2)N(C)C(=O)CS3)cc1	1%	.	4%	-37%	7%	.	.
Cc1cc(NS(=O)(=O)c2ccc(NC(=O)COc3ccc(Cl)cc3)cc2)no1	1%	9%	5%	3%[10 µM]	18%[38.3 µM]	12%	2%

Next section:
SMILES	HTT aggregate	SMN2 splice enh	CBFb-RUNX1 inh	HTT cytoprotect	IMPase Li inh	Lamin A splicing	KinaseGlo FLuc
COc1ccc(/C=N/Nc2nc(-c3cccc(S(=O)(=O)N4CCCC4)c3)cs2)cc1OC	?	-66%[inhibitor]	13%	5%[10 µM]	8%	?	-1%
CC(=O)Cc1nsc(NC(=O)c2ccc(COc3ccccc3)o2)n1	-20%	-1%	6%	-7%[10 µM]	19%[38.3 µM]	0%	24%
CCS(=O)(=O)N1CCN(Cc2c[nH]c3ccccc23)CC1	5%	8%	1%	-35%[inhibitor]	-5%	.	-3%
Cc1cccc(OCc2nnc(SCC(=O)Nc3cc(C)on3)n2C)c1	-21%	.	5%	-4%	10%[38.3 µM]	-1%	1%
O=C(Oc1ccc(-n2cnnn2)cc1)c1ccccc1	11%[9.22 µM]	9%	1%	29%[10 µM]	2%	4%[46 µM]	0%
Cc1n[nH]c(=O)nc1NC(C)c1ccccc1 (configuration not stated)	-4%	11%	2%	2%	13%[38.3 µM]	2%	-3%
CCCn1cc(C(=O)OCC)c(=O)c2cc(F)c(F)cc21	15%[9.22 µM]	.	7%	24%[10 µM]	.	.	.
Cc1nc2nc(COc3ccccc3)nn2c(C)c1Cl	3%	-20%	2%	-19%[0.074 µM]	8%[38.3 µM]	14%	-2%
Cc1cccc(Cn2ccc(N)n2)c1	16%	-20%	-14%	-25%	22%	.	-4%
COc1ccccc1NC(=S)N(Cc1ccco1)Cc1cc2cc(C)ccc2[nH]c1=O	2%	-8%[1.84 µM]	7%	-8%[10 µM]	3%	?	-2%
CCN(C(=O)COc1ccccc1)C1CCCCC1	13%	-9%	3%	.	3%	.	1%
CCn1cc(/C=N/NC(=O)c2ccc3c(c2)OCO3)c(C)n1	0%	?	4%	-12%	21%[38.3 µM]	7%	-5%
COc1ccc(C2CC(=O)Oc3ccc(C(C)(C)C)cc32)cc1 (configuration not stated)	.	.	24%[89.1 µM]	-9%	18%	.	1%[39.9 µM]
Cc1c(Cl)c([N+](=O)[O-])nn1CC(=O)NCc1cccs1	15%	-18%[1.84 µM]	7%	34%[10 µM]	1%	-11%	-1%

Rows were taken by chance; about 4% have a hit in one of these screens.
